Screening data deposited in PubChem by National Center for Advancing Translational Sciences (NCATS).
EPAC2 agonist: activates human EPAC2 exchange factor | Q8WZA2 | 0.079% of 360,000 active | EPAC2 activation, biochemical qHTS; response scale: 100% = 6.5 mM cAMP response | Potency, µM (highest dose often 154 µM), for the others: top-dose activation, hits mostly activators; further: potency means the concentration at half of the fitted maximal effect; nearly all actives have a fitted effect of over 50% in size
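Compounds were titrated in qHTS against a Rap1B-BODIPY-GDP (250 nM) complex with EPAC2 (100 nM) and GDP (50 uM). BODIPY-GDP release tracked at 480/540 nm over 30 min at room temperature, normalized to 6.5 mM cAMP.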
PI5P4Ka inh: blocks human PI5P4K alpha kinase activity; PI5P4Kalpha enzyme, ADP-Glo luminescence, 60 min; hits give low values; max response, %; 1.2% of 330,000 active; AID 652105; active means max response of -50% or lower; inconclusive means between -30% and -50%; inactive means -30% or higher; further: value at the top dose of about 77 µM; on the % scale 0 is the no-effect control and ±100 the full control effect
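Single end-point luminescence (ADP-Glo) quantified ADP from PI5P4Kalpha turnover; ATP 5 microM final, 1 h at RT, 0.1% CHAPS and 0.28 mM EGTA in HEPES pH 7.4.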
WRN inhibitor: blocks human WRN helicase; Q14191; WRN helicase unwinding, fluorescent forked duplex, kinetic; Potency, µM (titrated, usually from 114 µM), without a hit: at the top dose activity change, negative = inhibition, usual class: inhibitors; 0.46% of 360,000 active; AID 651768; further: potency means the concentration at half of the fitted maximal effect; on the % scale 0 is the no-effect control and ±100 the full control effect; nearly all actives have a fitted effect of over 55% in size
Target sequence (Q14191 whole entry, looked up): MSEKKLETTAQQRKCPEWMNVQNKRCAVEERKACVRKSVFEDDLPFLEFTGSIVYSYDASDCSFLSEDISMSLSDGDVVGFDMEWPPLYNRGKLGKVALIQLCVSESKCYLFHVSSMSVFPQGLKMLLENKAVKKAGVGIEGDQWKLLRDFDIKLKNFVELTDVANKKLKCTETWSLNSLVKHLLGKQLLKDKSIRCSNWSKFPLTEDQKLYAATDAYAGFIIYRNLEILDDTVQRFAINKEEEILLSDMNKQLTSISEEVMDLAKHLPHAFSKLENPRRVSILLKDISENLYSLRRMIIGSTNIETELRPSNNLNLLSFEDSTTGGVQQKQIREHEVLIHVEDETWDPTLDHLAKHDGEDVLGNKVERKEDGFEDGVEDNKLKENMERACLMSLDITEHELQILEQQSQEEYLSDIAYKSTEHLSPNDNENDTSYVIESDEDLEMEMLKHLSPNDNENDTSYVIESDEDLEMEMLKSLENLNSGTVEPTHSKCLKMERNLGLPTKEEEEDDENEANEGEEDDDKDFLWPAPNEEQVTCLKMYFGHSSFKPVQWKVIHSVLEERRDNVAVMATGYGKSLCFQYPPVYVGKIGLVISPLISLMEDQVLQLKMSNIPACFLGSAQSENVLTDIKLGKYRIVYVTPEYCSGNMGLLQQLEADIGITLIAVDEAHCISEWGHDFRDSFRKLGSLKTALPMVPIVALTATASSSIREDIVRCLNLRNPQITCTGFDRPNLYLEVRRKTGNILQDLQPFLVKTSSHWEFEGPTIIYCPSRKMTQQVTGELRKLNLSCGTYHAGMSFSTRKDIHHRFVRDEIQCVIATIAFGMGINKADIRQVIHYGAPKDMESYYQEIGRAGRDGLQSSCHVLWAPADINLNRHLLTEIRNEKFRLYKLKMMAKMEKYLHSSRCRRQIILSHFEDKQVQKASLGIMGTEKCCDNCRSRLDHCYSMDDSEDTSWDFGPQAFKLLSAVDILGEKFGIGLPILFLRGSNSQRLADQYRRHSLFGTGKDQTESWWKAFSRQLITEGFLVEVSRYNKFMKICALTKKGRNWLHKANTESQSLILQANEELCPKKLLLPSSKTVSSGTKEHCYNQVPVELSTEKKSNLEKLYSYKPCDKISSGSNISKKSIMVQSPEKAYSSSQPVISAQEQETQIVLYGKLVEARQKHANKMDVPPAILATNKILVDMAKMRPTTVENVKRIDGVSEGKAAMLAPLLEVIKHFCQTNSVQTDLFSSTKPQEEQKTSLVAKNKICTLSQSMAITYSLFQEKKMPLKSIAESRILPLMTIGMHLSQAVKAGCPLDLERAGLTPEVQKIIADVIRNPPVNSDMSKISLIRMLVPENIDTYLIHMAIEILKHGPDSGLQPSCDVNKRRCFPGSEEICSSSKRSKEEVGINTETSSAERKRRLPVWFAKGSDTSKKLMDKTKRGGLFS
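Kinetic red-fluorescence monitoring (525/598 nm) tracks WRN helicase activity after 100 nM fluorophore-quencher forked duplex and 2 mM ATP are added to 20 nM enzyme pretreated 15 min at room temperature with compound.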
IL2 activator: activators of IL-2 | IL-2 activation reporter assay, cell-based qHTS; stimulated with anti-CD3/CD4/CD28 beads; in transgenic mouse T cells | activation, % (series mostly up to about 46 µM) | 0.065% of 360,000 active; in the data active means activation above about 50%; inconclusive means mostly about 30% to 49%; further: 0% is about no effect
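Quantitative HTS in unstimulated transgenic mouse T cells, with memory T cells as non-tolerant control and PMA/ionomycin as tolerance-bypass control. Compound pretreatment lasted 60 minutes before 18 h bead stimulation; EGFP/DsRed fluorescence read.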
EPAC1 antagonist: EPAC1 (human) antagonism | Potency, µM (series often up to 115 µM), for the others: top-dose activity change, negative = inhibition, most hits filed as inhibitors | AID 720709 | O95398 | 0.14% of 360,000 active | EPAC1 GEF assay, Rap1b-BODIPY-GDP exchange fluorescence;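 further: potency means the concentration at half of the fitted maximal effect; plate controls were vehicle for no effect and positive control for full effect; nearly all actives have a fitted effect of over 50% in size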
CCT chaperon mod: modulators of cytosolic chaperonin (CCT/TRiC) activity; purified chaperonin ATPase assay, HTRF ADP detection, 30 min; activity change, % (no concentration beside the values), hits read low; 0.3% of 360,000 active; AID 651819; in the data active means activity change below about -30%; further: on the % scale 0 is the no-effect control and ±100 the full control effect
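TRiC (40 or 20 nM final, by batch activity) in 30 mM Tris pH 7.4, 100 mM KCl, 5 mM MgCl2, 1 mM DTT was treated with compound at 76 uM single dose, then 10 uM ATP, 30 min at 37 °C. ADP was read by HTRF Transcreener.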
EPAC1 ag: agonists of human EPAC1. AID 720707. Potency, µM (doses to about 154 µM), for inactives: at the top dose activation, most hits filed as activators. O95398. 0.073% of 360,000 active. EPAC1 agonist qHTS, biochemical assay; response scale: 100% = response to 6.5 mM cAMP; further: potency means the concentration at half of the fitted maximal effect; nearly all actives have a fitted effect of over 60% in size
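Compounds were pinned as a concentration titration into mixtures of EPAC1 (100 nM), BODIPY-GDP-loaded Rap1B (250 nM) and GDP (50 uM). After 5 min at room temperature, fluorescence was followed for 30 min; activity was scaled to 6.5 mM cAMP.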
PLK1 PBD block: PLK1 (human) polo-box domain binding inhibition. Plk1 PBD binding of FITC phosphopeptide, fluorescence polarization. Potency, µM, for the others: max response, negative = inhibition, actives largely listed as inhibitors. 2.8% of 360,000 active; further: potency means the concentration at half of the fitted maximal effect; series mostly up to about 57 µM; on the % scale 0 is the no-effect control and ±100 the full control effect; nearly all actives have a fitted effect of over 65% in size
Starred values were filed as active, the others as inactive; u = inconclusive; x = no result given; [ ] = dose if it differs, or a comment. Unless noted, the call rests on the fitted dose curve; in most records, active means well fitted curve in the direction sought with a large enough effect; inconclusive means small, poorly fitted or top-dose-only effect, or another doubt; inactive means no such curve, though single readings can be large; an effect the other way counts as inactive or inconclusive.

SMILES	EPAC2 agonist	PI5P4Ka inh	WRN inhibitor	IL2 activator	EPAC1 antagonist	CCT chaperon mod	EPAC1 ag	PLK1 PBD block
Cc1ccc2nc(NC(=O)CSc3nc4ccccc4o3)sc2c1	10.8%	x	-13.6%	-1.2	11.7%	1.7	5.8%	-26.5%
O=C(Cn1cc(SCc2ccc(F)cc2)c2ccccc21)N1CCOCC1	1.9%	-1.6	-3.3%	0.3	-1.6%	-0.7	0.1%	-16.9%
O=C(NCCCn1ccnc1)C(=O)NCc1ccc(Cl)cc1	-0.3%	-2.1	0.8%	-3.1	-9.7%	0.2	3.0%	-11.6%
Clc1cc2c(nn1)Nc1ccccc1S2	10.4%	-4.5	-3.0%	2.9	-3.3%	-1.4	0.9%	-15.4%
Cc1nc(NC2=NCN(CCCN3CCOCC3)CN2)nc2c(C)cccc12	-1.3%	-4.6	85.7%[activator]	-0.6	0.8%	0.1	0.1%	1.5%
CCCc1nc(N)nc2c1C(=O)CC(C)(C)C2	13.0%	3.4	-0.6%	1.4	6.0%	0.2	-0.1%	-15.5%
O=C(CCCCCNC(=O)N1CCn2c1nc1ccccc12)N[C@@H](C(=O)O)c1ccccc1	1.0%	21.3	-1.9%	0.1	12.6%	1.1	-9.2%	4.5%
C=CCC1(C#N)C(=S)NC(C)=C(C(=O)OCC)C1c1ccccc1 (stereo not drawn)	14.1%	-5.5	-7.5%	-0.3	-18.2%	3.3	-8.0%	-11.9%
N#CC(Cc1cccs1)c1nc2ccccc2[nH]1 (stereo not drawn)	10.4%	0.8	-4.2%	-0.5	16.8%	0.5	14.1%	-13.2%
COc1cccc(C(=O)C2CCCN(Cc3cccn3-c3ccccn3)C2)c1 (stereo not drawn)	10.2%	0.1	-30.9%	0.1	8.0%	-0.3	2.6%	-9.3%

Part of the list above, comma-delimited.
compound,EPAC2 agonist,PI5P4Ka inh,WRN inhibitor,IL2 activator,EPAC1 antagonist,CCT chaperon mod,EPAC1 ag,PLK1 PBD block
Cc1ccc2nc(NC(=O)CSc3nc4ccccc4o3)sc2c1,10.8%,x,-13.6%,-1.2,11.7%,1.7,5.8%,-26.5%
O=C(Cn1cc(SCc2ccc(F)cc2)c2ccccc21)N1CCOCC1,1.9%,-1.6,-3.3%,0.3,-1.6%,-0.7,0.1%,-16.9%

(further entries)
SMILES	EPAC2 agonist	PI5P4Ka inh	WRN inhibitor	IL2 activator	EPAC1 antagonist	CCT chaperon mod	EPAC1 ag	PLK1 PBD block
Cn1ccc(=S)c2ccccc21	14.4%	-73.1*	u	-0.7	u	-2.0	3.6%	11.9µM*
CC(=O)c1nn(-c2cccc(Br)c2)cc1C(=O)c1ccc(Cl)cc1	3.3%	3.8	-2.4%	-3.6	2.6%	2.3	5.4%	-11.0%
Cn1c(=O)n(CCc2ccccc2)c(=O)c2c1nc1n2CCCN1c1ccccc1	-1.3%	x	-5.2%	-0.2	-3.7%	2.0	7.3%	-5.9%
CSc1ccc(-c2cccc([N+](=O)[O-])c2)nn1	-0.8%	5.1	-6.1%	0.5	0.8%	2.9	3.4%	-5.8%
COCCCNC(=O)Cn1c(=O)n(Cc2ccccc2Cl)c(=O)c2cc(OC)c(OC)cc21	0.3%	-11.4	10.6%	-0.5	-7.0%	-4.8	0.6%	29.9µM*
COc1ccccc1CNC(=O)c1ccc(OCC2CCCO2)cc1 (stereo not drawn)	-1.5%	-1.4	-13.4%	-0.5	2.9%	-0.6	5.5%	-4.0%
COC(=O)c1c(NC(C)=O)sc(C(=O)Nc2ccccc2OC)c1C	11.2%	-18.4	-21.0%	5.1	-18.0%	-0.2	4.2%	21.2µM*
CC(C)(C)c1cc(CCC(=O)N2CCC2)cc(C(C)(C)C)c1O	-3.2%	3.6	7.0%	-0.7	9.5%	-0.2	-4.4%	1.1%
O=c1cc(-c2ccc3c(c2)OCCO3)oc2ccc(Cl)cc12	11.2%	9.1	-27.5%[57.1 µM]	-0.5	-2.1%	-3.4	6.0%	-4.8%
COc1ccc([C@@H]2CC=C(C(=O)O)[C@H](c3ccc(F)cc3)N2S(=O)(=O)c2ccccc2C)cc1	-12.6%	-1.0	9.8%	0.0	-2.4%	-1.9	-1.1%	-1.0%
O=C(COc1ccc([N+](=O)[O-])cc1)Nc1cccnc1	8.5%	-54.1*	-13.3%	-0.5	-29.2%	-3.4	3.0%	-6.2%
CCOc1ccc(CCNC(=O)C2(c3ccccc3)CC2)cc1OCC	-0.7%	4.0	-5.5%	0.1	22.6%	-0.4	11.0%	4.7%
O=C(NCCN1CCOCC1)C1CCN(c2nc3ccccc3o2)CC1	8.1%	x	-4.9%	-1.0	-2.0%	1.4	3.0%	4.6%
O=C(NC(=S)N1CCN(C/C=C/c2ccccc2)CC1)c1c(F)cccc1F	3.8%	-4.6	0.8%	-3.4	-22.1%	-1.3	2.6%	1.3%
CN(CC(=O)Nc1cccc(F)c1)CC(=O)N(C)CC(=O)Nc1ccccc1Br	4.7%	-4.1	-3.6%	0.3	0.2%	-0.4	-9.6%	-2.8%
Cc1cccc(N2CC(O)(c3cccs3)[N+]3=C2CCCC3)c1 (stereo not drawn)	-5.1%	-0.5	-6.6%	-3.6	-10.7%	-2.8	-6.2%	8.0%
CCOCC(=O)Nc1cc([N+](=O)[O-])ccc1OC	11.7%	-2.3	8.3%	0.1	-4.7%	1.5	7.9%	-15.6%
c1ccc2c(c1)oc1c(NCCN3CCOCC3)ncnc12	11.5%	x	4.1%	-1.7	3.0%	-4.9	4.3%	-8.1%
Cc1cccc(NC(=O)C2CCCN2S(=O)(=O)c2ccc(F)cc2)c1C (stereo not drawn)	5.9%	-0.2	8.5%	-1.0	9.5%	-0.1	0.2%	-4.3%
Cc1cccc(C)c1NC(=O)CNC(=O)C(NC(=O)c1ccc(C(C)(C)C)cc1)C(C)C (stereo not drawn)	-6.7%	13.0	3.0%	2.8	2.0%	0.4	-17.2%	-13.4%
O=C(CC1SC(=Nc2ccc(OC(F)F)cc2)N(CCN2CCOCC2)C1=O)Nc1ccccc1 (stereo not drawn)	6.8%	-3.0	-3.3%	0.1	-6.1%	1.5	-8.3%	1.3%
COc1cc(CN2CCN(Cc3ccc4cc(F)ccc4n3)CC2CCO)cc(OC)c1 (stereo not drawn)	0.9%	2.3	5.8%	-2.3	-13.1%	-0.3	5.5%	-20.5%
COCC(=O)n1cc(C(=O)OC)c2ccccc21	2.4%	0.4	0.9%	0.7	17.4%	1.5	-0.8%	-1.6%
Cc1ccc(NC(=O)Nc2cnccn2)c(C)c1	-2.8%	-0.2	-8.3%	-2.7	u	-1.3	-6.3%	-18.2%
Cc1ccccc1OCCCCc1c(C)n[nH]c1C	9.8%	x	-7.3%	-2.2	-5.6%	-1.0	1.7%	-0.1%
CCOC(=O)c1sc(NC(=O)CSc2nnc(-c3ccco3)o2)c(C(=O)OCC)c1C	-11.2%	2.3	-2.3%	1.0	-9.4%	-0.1	1.3%	-6.1%
COC(=O)Cc1csc(Nc2ccc(Cl)cc2)n1	0.9%	4.7	-28.0%	4.2	-12.1%	-1.7	4.6%	-7.9%
COc1ccc2nc(N3CCN(C(=O)C4COc5ccccc5O4)CC3)sc2c1 (stereo not drawn)	10.5%	9.0	-2.3%	-4.3	-10.7%	-4.3	9.9%	-5.5%
CCOC(=O)/C(C#N)=C1/CCCCCN1C	1.5%	-6.8	-15.8%	0.6	2.3%	0.0	-2.0%	-1.9%
CCOC(=O)CCCN(c1[nH]c(C)c(C)c1C#N)S(=O)(=O)c1ccc(C)cc1	12.2%	-4.4	-0.7%	-3.4	11.1%	-0.4	12.0%	-10.5%
O=C(NNC(=O)c1c(O)c2ccccc2[nH]c1=O)c1ccccc1	-17.8%	-1.9	-3.7%	-2.5	-22.1%	0.4	8.7%	-3.2%
CCCCOC(=O)Nc1ccc(N2CCOCC2)cc1	-5.2%	x	4.9%	1.7	-2.2%	1.2	-29.0%	1.4%
COc1ccc(C)cc1NC(=O)CCNS(=O)(=O)c1cccc(C(F)(F)F)c1	-2.3%	1.5	0.3%	-3.3	u	-0.5	-2.6%	-16.6%
CC(C)(C)C(=O)NCc1ccc(C(=O)CSc2nnc(-c3ccncc3)n2C2CC2)s1	-4.3%	1.4	-19.5%	-2.4	4.4%	6.3	8.2%	-8.1%
COCc1c(C#N)c(NCc2cc(OC)c(OC)c(OC)c2)nc(C)c1[N+](=O)[O-]	17.7%	3.0	7.4%	1.3	-2.9%	-0.8	14.8%	-18.4%
COc1ccc(NC(=O)COC(=O)Cc2cccs2)cc1OC	-0.7%	9.4	6.7%	-1.3	-5.2%	-1.3	-6.9%	-7.0%
CNC[C@@H]1Oc2ccc(NC(=O)Nc3ccccc3)cc2C(=O)N([C@@H](C)CO)C[C@H]1C	0.1%	-19.8	8.7%	0.4	-4.3%	0.8	-24.5%	-9.5%
CCCCC1CCC(C(=O)OCC(=O)Nc2ccc(S(N)(=O)=O)cc2)CC1 (stereo not drawn)	-5.1%	-1.2	-8.5%	1.4	-2.1%	-6.9	7.3%	1.2%
COc1cccc(NC(=O)CSc2nnc(-c3ccoc3C)n2-c2ccccc2)c1	2.1%	0.4	-9.8%	-0.5	-26.4%	0.8	1.8%	-15.1%
C=CCSC1=Nc2sccc2C2=NC(=O)CN12	4.4%	u	u	0.1	13.8%	-0.8	15.4%	-11.6%
COC(=O)CSc1ncnc2c1cnn2-c1ccc(C)cc1C	6.8%	-2.9	4.5%	1.5	6.1%	-1.5	0.3%	-9.5%
O=c1c2cc(N3CCOCC3)ccc2[nH]c(=S)n1CCc1ccccc1	-5.0%	-8.8	-4.2%	-1.5	9.9%	2.2	-5.3%	-9.1%
Cc1ccc(Sc2ccc(/C=C3/C(=O)NN(c4ccccc4)C3=O)o2)cc1	-12.1%	u	-11.4%[11.6 µM]	-0.7	1.2%	2.4	-8.1%	5.97µM*
COc1ccc(C(=O)n2nc(-c3ccccc3)nc2SC)cc1	-6.2%	14.0	7.6%	3.6	-7.1%	-7.1	3.9%	-21.1%
COc1ccc(C(=O)Nc2ccc(CN3CCOCC3)cc2)cc1	-2.7%	-2.3	4.6%	-0.1	-9.4%	-0.5	-0.2%	-8.9%
c1ccc(C2CCC(N3CCNCC3)CC2)cc1 (stereo not drawn)	3.9%	-0.2	4.8%	-0.1	13.8%	-4.6	-4.1%	-1.4%
C=CCn1c(C)cc(C(=O)COC(=O)/C=C/c2ccc(OC)cc2)c1C	4.4%	-4.3	-2.0%	0.0	-21.3%	0.4	5.4%	-1.9%

An excerpt; count on the stated rates, not on these rows.
